# Peg3 promoter: Peg3 promoter-driven luciferase inhibitors, primary screen, cell-based, HeLa, luciferase luminescence; HeLa PEG-Prom luciferase reporter, overnight; inhibition, % at 20 µM; hit rate 1.7% among 360,000; AID 588405, 2011;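 active = inhibition of at least 50% at 20 µM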
# iPSC survival up: enhancers of single-cell hiPSC survival, primary screen, ATPlite luminescence | 100% = ROCK inhibitor wells, 0% = DMSO | survival enhancement, % at 20 µM | hit rate 0.044% among 360,000 | AID 602274, 2012; in the data active = survival enhancement above about 18%;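 also: cells exposed to compounds for 16 hours before the ATP read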
# HIF-2a block: HIF-2a reporter inhibitors, primary screen, luminescence, 786-0 RCC cells; 786-0 RCC cells HIF-2a reporter, luciferase luminescence, overnight; inhibition, % at 18.8 µM; hit rate 0.72% among 360,000; AID 624352, 2012;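 active = inhibition of the luminescence signal of 40% or more relative to plate controls, in a single-dose primary screen at 18.75 µM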
# HTR2A ag: mouse Htr2a agonists via beta-arrestin recruitment, primary screen, cell-based, luminescence; CHO-K1 mHTR2A beta-arrestin complementation; percent of 30 µM serotonin response; activation, % at 7.6 µM; hit rate 0.66% among 360,000;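 active = activation above a run cutoff, the mean activation of all tested compounds plus 3 SD, cut at about 14% in these data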;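 also: 0% = plate median of compound wells and 100% = 30 µM serotonin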
# Cardio protect: cardioprotection against H2O2-induced cell death, primary screen, uHTS, H9c2 cells, ATPLite luminescence | hit rate 0.63% among 360,000 | H9c2 cardiomyocytes, H2O2 injury protection, 2 h | protection from H2O2 cell death, % at 20 µM;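 active = compounds giving at least 50% protection of heart cells from peroxide-induced death in the single-dose screen, raw or plate-pattern-corrected value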;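 also: 0% = DMSO wells with peroxide and 100% = DMSO wells without peroxide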
# Shn3 inh set2: reduction of Shn3 3'UTR firefly luciferase signal, primary screen, Schnurri-3 inhibitor project, cell-based, Clone20 osteoblasts, set 2; inhibition, % at 12.5 µM; Clone20 osteoblast Shn3 3'UTR firefly luciferase, 24 h; hit rate 0.52% among 360,000; AID 588674, 2011;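 active = mean inhibition of at least 75% with every replicate also reaching 75%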;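 also: 0% = median of neutral control wells and 100% = pilot-screen positive control compound; some compounds past the cut are filed as inactive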
# NR2E3 ag-1: inhibitors of NR2E3-RetCOR corepressor binding, primary screen, NR2E3 agonist project, biochemical, TR-FRET, GST-NR2E3, biotin-RetCOR; Photoreceptor-specific nuclear receptor (Homo sapiens), Q9Y5X4; 1536-well; hit rate 0.12% among 320,000; inhibition of corepressor binding, % at 4.78 µM; AID 2300, 2010;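 active = percent inhibition above the cutoff of mean plus 3 SD of all tested compounds, set per screening campaign, cut at about 20% in these data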;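 also: 0% = DMSO wells and 100% = biotin wells as full block of FRET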
# Target sequence (Q9Y5X4 whole entry, looked up): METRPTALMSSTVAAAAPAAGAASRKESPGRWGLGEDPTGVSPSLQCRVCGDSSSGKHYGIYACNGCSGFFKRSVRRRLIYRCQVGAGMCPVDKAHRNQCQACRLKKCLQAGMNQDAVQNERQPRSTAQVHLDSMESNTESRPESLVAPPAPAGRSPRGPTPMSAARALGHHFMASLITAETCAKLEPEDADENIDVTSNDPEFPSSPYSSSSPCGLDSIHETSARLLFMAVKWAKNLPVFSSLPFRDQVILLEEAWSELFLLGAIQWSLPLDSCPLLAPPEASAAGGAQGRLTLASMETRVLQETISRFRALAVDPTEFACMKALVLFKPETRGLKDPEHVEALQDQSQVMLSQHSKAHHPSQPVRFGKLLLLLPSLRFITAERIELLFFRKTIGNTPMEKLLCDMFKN
#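 Assay system: NR2E3–RetCOR corepressor complex. Quantity: 1.35 nM GST-NR2E3. Buffer or medium: pH 7.5 Tris-based buffer. Reagent: biotinylated RetCOR corepressor at 7 nM final. Schedule: 5 h at 4 °C. Detection: TR-FRET, emission read at 617 and 671 nm. Replicates: one well per compound, singlicate testing.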
# TRPM1 prom inh: inhibitors of MITF-dependent TRPM1 promoter reporter, primary screen, cell-based, SK-MEL-5, single point, luciferase; SK-MEL-5 TRPM1 promoter luciferase, 24 h; hit rate 0.83% among 330,000; inhibition, % at 12.5 µM;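 active = mean inhibition across replicates of 60% or more, whatever share of single replicates reaches that level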; also: values of inactives mirror those of a sister screen read the other way
# CaV13 ICDI inh: Disruptors of the CACNA1D IQ motif to Ca2+-dependent inactivation inhibitor domain association, primary screening, Förster resonance energy transfer in intact living …. hit rate 0.098% among 340,000. inhibition, % at 12.3 µM. HEK cells, CFP/YFP FRET ICDI-IQ, plate reader, 10 min; percent FRET-ratio fall versus neutral wells. AID 743397;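 active = mean replicate inhibition of at least 30% and at least 1% of replicates passing that level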;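 also: 0% = median of the neutral control wells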
# PDI inh: inhibitors of human PDI, primary screen, biochemical, turbidity, single point, plate reader; Protein disulfide-isomerase (Homo sapiens), P07237; PDI insulin aggregation turbidity, A650, 90 min; inhibition, % at 10 µM; hit rate 0.052% among 350,000;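 active = mean inhibition across replicates of 30% or more, whatever share of single replicates reach that level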;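 also: absorbance from insulin aggregation driven by PDI reduction with DTT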
# Target sequence (P07237 whole entry, looked up): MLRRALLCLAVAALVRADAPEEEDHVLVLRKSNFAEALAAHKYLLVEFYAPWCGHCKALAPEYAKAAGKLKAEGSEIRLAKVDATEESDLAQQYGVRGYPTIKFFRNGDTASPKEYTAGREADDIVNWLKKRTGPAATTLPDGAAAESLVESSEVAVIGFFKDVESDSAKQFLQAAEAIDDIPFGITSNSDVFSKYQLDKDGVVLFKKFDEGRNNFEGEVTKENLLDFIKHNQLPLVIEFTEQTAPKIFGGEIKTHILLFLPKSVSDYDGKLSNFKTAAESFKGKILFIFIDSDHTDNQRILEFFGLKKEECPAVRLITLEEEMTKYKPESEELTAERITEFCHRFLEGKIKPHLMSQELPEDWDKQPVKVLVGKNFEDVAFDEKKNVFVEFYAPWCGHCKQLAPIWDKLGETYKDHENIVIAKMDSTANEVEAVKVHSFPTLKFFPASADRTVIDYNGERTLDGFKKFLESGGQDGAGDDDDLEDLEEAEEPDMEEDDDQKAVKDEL
# NR2E3 ag-2: NR2E3 agonists in two-hybrid cells, primary screen, cell-based, luminescence, CHO-S, Gal4-NCOR/VP16-NR2E3 | luciferase | AID 602229, 2012 | inhibition of corepressor binding, % at 3.98 µM | Photoreceptor-specific nuclear receptor (Homo sapiens), Q9Y5X4 | hit rate 0.35% among 360,000;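 active = inhibition above the mean of all tested compounds plus 3 SD, cut at about 70% in these data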;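 also: 0% = DMSO with NR2E3 transfected cells and 100% = cells lacking NR2E3 construct; higher means lower luciferase signal from less NR2E3 corepressor binding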
# * = called active by the depositor; · = not tested or not shown; & = joins results of further samples. Random draw from the library, and some 3.9% of all compounds hit somewhere here.
SMILES	Peg3 promoter	iPSC survival up	HIF-2a block	HTR2A ag	Cardio protect	Shn3 inh set2	NR2E3 ag-1	TRPM1 prom inh	CaV13 ICDI inh	PDI inh	NR2E3 ag-2
CCOc1ccc(S(=O)(=O)Nc2cc(SCC(=O)O)c(O)c3ccccc23)cc1	20	-0.6	0	-1	-17	11	·	19	0	3	3
Cc1ccc(S(=O)(=O)Nc2ccc(C(=O)NCc3cccnc3)cc2)cc1	8	-0.2	11	-5	-6	8	·	-4	-3	-6	25
CC(=O)Nc1ccc(NC(=O)c2ccccc2N(C)S(=O)(=O)c2ccc(C)cc2)cc1	7	-0.9	19	2	-1	-14	2	14	-2	-11	5
Nc1c(N2CCN(c3ccccc3)CC2)c2ccccc2oc1=O	8	-1.1	11	-9	-6	30	-3	-34	-9	-9	-44
COc1ccc(C(CNC(=O)c2cc(F)c(F)c(F)c2F)N2CCOCC2)cc1 (centres undefined)	-12	-0.6	22	1	-6	6	4	-2	-7	-5	-12
C[C@H](CO)N1C[C@H](C)[C@@H](CN(C)C)Oc2c(NS(=O)(=O)c3cccs3)cccc2C1=O	-1	-0.2	1	-2	4	0	·	4	-4	3	11
O=C(NCC(c1ccc(F)cc1)N1CCOCC1)c1c(F)cccc1F (centres undefined)	3	0.1	-5	3	-2	-57	0	1	-7	-4	-14
Cc1ccc(S(=O)(=O)/N=C/c2ccco2)cc1	11	0.2	10	-1	5	22	1	12	-1	-3	-28
COc1ccc(C(=O)N[C@H](C(=O)OCn2nnc3ccccc3c2=O)C(C)C)cc1	7	1.2	10	-5	-4	-17	·	1	-5	2	-5
Cc1ccc(OCC(=O)Nc2cccc(C)n2)c(C)c1	-275	-4.0	-269	3	-9	-49	7	-83	-4	4	-3
Cc1ccc(NC(=O)c2sc3nc(CCl)[nH]c(=O)c3c2C)c(C)c1	-106	-0.4	-255	-6	-4	-28	·	-14	-7	8	-71
Cc1cc(OCC(=O)NCCCN(C)C)cc(C)c1Br	13	-1.1	16	-8	-1	6	4	8	-7	-5	-14
S=c1[nH]nc(Cc2ccc(Cl)cc2)n1-c1ccc2c(c1)OCCO2	21	0.4	11	-3	9	9	0	·	2	3	12
O=C(Nc1ccc([N+](=O)[O-])cn1)c1ccc(Br)o1	-101	-3.9	-134	0	-9	-28	1	-31	-2	6	-34
O=[N+]([O-])c1ccc(O)c(/C=N/NC(=S)Nc2ccc(Cl)cc2Cl)c1	12	-0.2	-78	-7	-17	15	4	43	-3	2	-30
Cc1c(C(=O)OCC(=O)NC2CC2)oc2ccc(Br)cc12	-41	-0.2	-14	5	-2	1	·	-2	-6	0	-18
CC(=O)c1sc(NC(=O)CCNC(=O)c2ccco2)nc1-c1ccccc1	16	-0.2	15	3	5	6	-2	11	·	-3	-3
C=CCn1c(N)c(-c2nc3ccccc3n2C)sc1=S	-13	-2.6	-78	-5	0	-10	-2	-4	-3	-10	-29
COc1cc(/C=C/c2cc[n+](C)cc2)ccc1OCC(=O)Nc1ccc(Cl)c(Cl)c1	-40	0.7	6	-9	-3	-16	3	7	-14	2	-5
Cc1cc(C)cc(OCC(=O)NNC(=S)NC(=O)C2CC2)c1	27	-0.2	9	-6	23	10	-2	26	-5	0	4
O=C(Nc1ccccc1)OCCCCOC(=O)Nc1ccccc1	-4	-3.5	1	-6	3	-5	·	10	-6	-3	-1
Cc1cccc2[nH]c(SCC(=O)O)nc12	19	1.3	11	2	16	6	-1	4	4	4	6
CC(=O)c1cccc(NC(=O)c2cc(C)no2)c1	3	-0.6	-14	3	0	12	3	2	-6	26	-7
O=C1NCCN1CCNS(=O)(=O)c1cc(C(F)(F)F)cc(C(F)(F)F)c1	-9	-0.5	5	4	3	-14	2	-2	·	-3	-15
O=C(COc1ccc(Cl)cc1Cl)NCc1ccco1	-240	-0.6	-176	1	4	-57	-5	-37	-5	-10	-20
O=C(c1cnn2c(C(F)F)cc(C3CC3)nc12)N1CCc2ccccc2C1	26	-0.8	26	4	14	10	0	12	-2	-1	0
c1ccc(C2(c3ccccc3)OCC(Cn3cncn3)O2)cc1 (centres undefined)	-12	-1.5	7	1	0	-5	6	2	·	-2	-42
O=C(c1ccccc1)c1cnc(Nc2ccc(Cl)c(Cl)c2)s1	-31	3.5	-54	-3	-3	-19	3	-19	-4	0	-17
O=C(O)c1cccnc1Sc1ccc(Br)cc1	-22	-0.5	15	6	-5	-23	2	4	-7	4	-13
CN(C(=O)C1Cc2c(-c3ccc(Cl)cc3)ccnc2O1)c1ccccc1 (centres undefined)	15	-4.1	3	-4	3	7	·	·	-17	-3	-10
O=[N+]([O-])c1ccc(S(=O)(=O)Nc2ccc3c(c2)OCCO3)cc1	0	0.0	-8	-6	-4	11	4	3	-3	1	0
O=C1NC(Cc2ccccc2)c2nc3cc(Cl)ccc3c(=O)n2-c2ncccc21 (centres undefined)	13	2.7	14	0	13	-1	·	·	-2	1	-27
Cc1cc(C)c(NC(=O)CN2CCN3CCCC3C2)c(C)c1 (centres undefined)	5&10	1.9&1.6	8&7	1&-2	4&-7	-8&10	0	5&12	-10&-3	-1&3	33&-4
COc1ccc(-c2onc(C)c2-c2cscn2)c(O)c1	3	4.3	11	9	-7	6	-2	7	-7	1	-1
Cc1nnc(SCC(=O)c2ccccc2F)n1Cc1ccccc1	-4	-0.3	-28	4	7	18	2	-22	5	13	-9
Cc1ccc(C2=N/C(=C\c3cccs3)C(=O)N2Nc2ccccc2)cc1	8	0.2	-5	-2	-14	-14	2	-6	-3	-6	-18
CC(C)NC(=O)CCCOc1ccc(Cl)cc1Cl	-90	2.8	-101	2	-6	3	-1	-20	-9	-7	-34
Cc1ccc2sc(NC(=O)CN3C(=O)c4ccccc4C3=O)nc2c1C	-8	0.3	0	11	11	-12	1	-19	-7	2	-14
CCCCn1c(SCc2nc(N)nc(Nc3ccccc3C)n2)nc2ccccc2c1=O	30	0.3	35	1	33	0	-5	-2	-1	13	15
C[C@H](NC(N)=O)C(=O)Nc1ccc(OCc2ccccc2)cc1	-169	2.3	-150	5	-8	-25	3	-56	-5	2	-41
CCC(=O)N1CCc2cc(S(=O)(=O)CCC(=O)NCc3ccc4c(c3)OCO4)ccc21	30	-0.6	16	-1	-3	28	1	-5	-6	1	4
CNC(=S)Nc1ccc(Cc2ccncc2)cc1	6	-0.6	4	2	3	9	0	-2	-19	11	-15
COC(=O)c1cc(Br)ccc1NC(=O)Nc1ccccc1	-2	-1.3	9	2	1	2	0	17	-3	-6	7
Fc1ccc2cnc(-c3ccccc3)c(-c3cc(C(F)(F)F)cc(C(F)(F)F)c3)c2c1	-11	-1.2	-4	3	-16	11	·	2	-4	-7	16
N#C/C(=C\c1cc(Cl)ccc1O)C(=O)NC1CCCCC1	-8	1.3	-37	-1	2	-14	3	-11	-9	4	-10
CNCC(O)c1ccc(OC(=O)C(C)(C)C)c(OC(=O)C(C)(C)C)c1 (centres undefined)	-12	13	-6	1	-2	6	2	-19	-5	-4	-52
Cc1noc(C)c1CSc1ccccc1C(=O)OC(C)C(N)=O (centres undefined)	-4	-0.2	-2	5	1	-12	6	6	-3	-2	-27
O=C(COc1cccc(Oc2ccccc2)c1)Nc1ccc(SC(F)F)cc1	8	-0.8	0	-3	-13	13	2	-3	-5	-7	-1

# Part of the list above, showing only PDI inh, Cardio protect and NR2E3 ag-2.
Molecule	PDI inh	Cardio protect	NR2E3 ag-2
C[C@H](NC(N)=O)C(=O)Nc1ccc(OCc2ccccc2)cc1	2	-8	-41
CC(C)NC(=O)CCCOc1ccc(Cl)cc1Cl	-7	-6	-34

# The list continues.
SMILES	Peg3 promoter	iPSC survival up	HIF-2a block	HTR2A ag	Cardio protect	Shn3 inh set2	NR2E3 ag-1	TRPM1 prom inh	CaV13 ICDI inh	PDI inh	NR2E3 ag-2
CC(C)N1CC(C(=O)Nc2ccccc2)CC1=O (centres undefined)	18	7.3	10	5	-4	0	1	9	·	8	-2
Nc1ccn(CCCNC2CCN(Cc3ccccc3)CC2)c(=O)n1	-9	0.6	6	0	-1	-8	·	·	-3	-3	-9
Cc1nn(CC(=O)NC2CCCC2)c(C)c1[N+](=O)[O-]	6	0.3	8	2	-5	12	-2	-5	-1	8	-20
c1nc(C2CCCCC2)cc2cc3c(cc12)OCO3	-276	0.2	-318	0	-18	-100	·	-77	-6	-7	-121
Cc1cc(C(=O)N2CCN(c3ccc([N+](=O)[O-])cc3)CC2)n[nH]1	-10	0.0	8	5	-2	1	-1	-6	-7	4	29
COc1ccc(OCC2CCNCC2)cc1	-34	-0.1	-35	5	10	-7	0	-6	0	11	-17
O=C(Nc1ccccc1)N1CCN(c2nc3ccccc3s2)CC1	-44	-3.2	-90	27*	6	21	-4	-23	-5	5	-20
Cc1c(C(=O)NCc2cccnc2)oc2c1C(=O)CC(C)(C)C2	-10	-0.8	-5	1	6	-56	4	4	-10	-4	29
COc1cc(OC)cc(C(=O)NC(C(=O)N2CCc3ccccc3C2)C(C)C)c1 (centres undefined)	27	-0.4	22	-7	-6	-15	-2	5	-6	6	-27
O=C(O)Cc1nn(Cc2ccc(Cl)cc2)c(=O)c2ccccc12	10	0.6	9	2	17	1	2	9	-5	7	-20
COc1ccc(OC)c(Cc2nnc(CCC(=O)NC3CCCCCCC3)o2)c1	-131	-1.6	-172	5	-4	-18	-2	-54	-3	5	-47
Cc1nc(N(C)C)c2sc(=S)n(Cc3ccccc3)c2n1	-1	-0.4	-4	1	-6	13	-4	-8	1	-2	-8
CN1CCN(c2ccccc2NC(=O)c2ccc(N3CCCCC3)c([N+](=O)[O-])c2)CC1	26	-0.5	11	-10	10	-11	0	-3	-1	-2	-8
Cc1ccc(Cl)cc1N(CC(=O)NC1CCCCC1)S(C)(=O)=O	17	1.2	2	7	1	12	0	-5	-6	0	-2
